hiPSC survival: hiPSC single-cell survival enhancement; ATPlite luminescence; 100% = ROCK inhibitor wells, 0% = DMSO; survival enhancement, % at 20 µM; actives 0.044% (n = 360,000); in the data active means survival enhancement above about 18%;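 further: cells exposed to compounds for 16 hours before the ATP read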
CaV13 FRET inh: Primary screen for inhibitors of IQ motif and Ca2+-dependent inactivation inhibitor domain binding in CACNA1D, Förster resonance energy transfer in living cells, …; actives 0.098% (n = 340,000); HEK cells, CFP/YFP FRET ICDI-IQ, plate reader, 10 min; percent FRET-ratio fall versus neutral wells; inhibition, % at 12.3 µM; AID 743397;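 active means mean replicate inhibition of at least 30% and at least 1% of replicates passing that level; inconclusive means only one of the two criteria is met; inactive means neither criterion is met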;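 further: 0% = median of the neutral control wells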
NR2E3 ag-1: NR2E3 (human) agonism | AID 2300 | GST-NR2E3/biotin-RetCOR TR-FRET, 1536-well | Q9Y5X4 | inhibition of corepressor binding, % at 4.78 µM | actives 0.12% (n = 320,000);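 active means percent inhibition above the cutoff of mean plus 3 SD of all tested compounds, set per screening campaign, cut at about 20% in these data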;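 further: 0% = DMSO wells and 100% = biotin wells as full block of FRET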
Target sequence (Q9Y5X4 whole entry, looked up): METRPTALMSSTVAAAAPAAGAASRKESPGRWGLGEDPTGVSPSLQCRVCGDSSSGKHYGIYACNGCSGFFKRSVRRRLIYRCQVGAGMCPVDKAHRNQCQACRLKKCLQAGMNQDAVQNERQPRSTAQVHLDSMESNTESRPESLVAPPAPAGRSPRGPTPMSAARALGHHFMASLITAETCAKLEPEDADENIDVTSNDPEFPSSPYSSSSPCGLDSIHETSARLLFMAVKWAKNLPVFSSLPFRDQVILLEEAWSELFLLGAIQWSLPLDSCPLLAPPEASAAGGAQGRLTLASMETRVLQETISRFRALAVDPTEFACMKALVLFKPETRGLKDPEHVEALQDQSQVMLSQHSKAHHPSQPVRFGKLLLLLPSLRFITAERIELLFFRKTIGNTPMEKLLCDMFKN
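System: GST-tagged NR2E3 plus biotinylated RetCOR corepressor; Amount: 1.35 nM GST-tagged NR2E3 final; Dosing: single nominal compound dose of 4.8 µM; Schedule: 5 h incubation at 4 °C; Technique: TR-FRET with europium anti-GST and streptavidin-D2, 340 nm excitation; Controls: biotin wells as high control, 0.6% DMSO wells as low control.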
Shn3 3UTR inh: inhibitors of Schnurri-3 3'UTR reporter in osteoblasts; Clone20 osteoblast Shn3 3'UTR firefly luciferase, 24 h; inhibition, % at 12.5 µM; actives 0.52% (n = 360,000);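 active means mean inhibition of at least 75% with every replicate also reaching 75%; inconclusive means mean inhibition at least 75% but some replicate below; inactive means mean inhibition below 75%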;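 further: 0% = median of neutral control wells and 100% = pilot-screen positive control compound; some compounds past the cut are filed as inactive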
NR2E3 ag-2: activates human NR2E3 receptor. Q9Y5X4. CHO-S Gal4-NCOR/VP16-NR2E3 two-hybrid, luciferase. inhibition of corepressor binding, % at 3.98 µM. actives 0.35% (n = 360,000). AID 602229;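 active means inhibition above the mean of all tested compounds plus 3 SD, cut at about 70% in these data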;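 further: 0% = DMSO with NR2E3 transfected cells and 100% = cells lacking NR2E3 construct; higher means lower luciferase signal from less NR2E3 corepressor binding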
TRPM1 prom inh: reduces MITF-dependent TRPM1 promoter luciferase signal. AID 488899. inhibition, % at 12.5 µM. actives 0.83% (n = 330,000). SK-MEL-5 TRPM1 promoter luciferase, 24 h;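 active means mean inhibition across replicates of 60% or more, whatever share of single replicates reaches that level; inconclusive means some that reach 60%, reason not given; inactive means mean inhibition across replicates below 60%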; further: values of inactives mirror those of a sister screen read the other way
HIF-2a inh: blocks HIF-2a reporter activity. actives 0.72% (n = 360,000). AID 624352. inhibition, % at 18.8 µM. 786-0 RCC cells HIF-2a reporter, luciferase luminescence, overnight;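 active means inhibition of the luminescence signal of 40% or more relative to plate controls, in a single-dose primary screen at 18.75 µM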
HTR2A ag: activates the mouse 5-HT2A serotonin receptor; actives 0.66% (n = 360,000); CHO-K1 mHTR2A beta-arrestin complementation, luminescence; percent of 30 µM serotonin response; activation, % at 7.6 µM;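 active means activation above a run cutoff, the mean activation of all tested compounds plus 3 SD, cut at about 14% in these data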;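 further: 0% = plate median of compound wells and 100% = 30 µM serotonin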
Peg3 promoter: inhibitors of Peg3 promoter | HeLa PEG-Prom luciferase reporter, luminescence, overnight | inhibition, % at 20 µM | actives 1.7% (n = 360,000);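 active means inhibition of at least 50% at 20 µM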
H9c2 protect: myocardial damage modulation in H9c2 cells; AID 588492; H9c2 cardiomyocytes, H2O2 injury protection, ATPLite, 2 h; protection from H2O2 cell death, % at 20 µM; actives 0.63% (n = 360,000);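 active means compounds giving at least 50% protection of heart cells from peroxide-induced death in the single-dose screen, raw or plate-pattern-corrected value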;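 further: 0% = DMSO wells with peroxide and 100% = DMSO wells without peroxide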
PDI turbidity: blocks human protein disulfide isomerase activity. actives 0.052% (n = 350,000). PDI insulin aggregation turbidity, A650, 90 min. AID 588391. inhibition, % at 10 µM;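 active means mean inhibition across replicates of 30% or more, whatever share of single replicates reach that level; inconclusive means mean inhibition below 30% while every single replicate reaches 30%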;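 further: absorbance from insulin aggregation driven by PDI reduction with DTT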
The depositor's hits bear a star; ? = inconclusive; · = no result given. Not a hit list (roughly 3.9% active in at least one column).

molecule	PDI turbidity	Peg3 promoter	H9c2 protect	TRPM1 prom inh	HIF-2a inh	hiPSC survival	HTR2A ag	CaV13 FRET inh	Shn3 3UTR inh	NR2E3 ag-2	NR2E3 ag-1
O=C(Nc1ccc2c(c1)OCO2)c1cc(-c2cccc(O)c2)on1	4	-326	-1	-109	-337	0.4	-2	-3	-90	-48	4
COc1ccc(-c2noc(C3CCCN(C(=O)c4ccccc4)C3)n2)cc1 (centres undefined)	3	-109	-9	-48	-164	-0.2	-1	4	-28	-7	0
Cc1ccc(N(Cc2ccc(C(=O)NCC3CCCO3)cc2)S(C)(=O)=O)cc1C (centres undefined)	-3	5	11	13	8	0.2	-1	1	7	8	2
Cc1cccc(-c2nc(NCCCN3CCOCC3)c3ccccc3n2)c1	8	-49	25	5	-116	-2.0	-2	·	-36	-32	1
COc1ccc2c(c1)O/C(=C\c1ccccc1C)C2=O	1	-185	-6	-60	-271	-0.2	-6	-2	-44	-39	-4
COCCn1cc(C(=O)NCc2cccs2)c2c3ccccc3n(C)c2c1=O	1	26	27	7	14	1.4	-2	-4	2	-2	1
Cc1cccc(NC(=O)CSc2nnc(Cn3cnc4ccccc43)o2)c1	-7	9	0	-2	6	-1.1	1	-5	3	-14	5
CCOC(=O)N(C)C[C@H]1OCc2cnnn2CCCC(=O)N([C@@H](C)CO)C[C@H]1C	-5	6	6	·	13	-1.3	3	-10	-1	-5	·
CCN(CC)S(=O)(=O)c1ccc(N/N=C/c2cc(OC)ccc2O)nc1	-13	30	21	?	24	-2.7	-5	-13	80	0	1
Cc1cc2ccccn2c1C(=O)c1ccc(Cl)cc1	7	-35	-2	-21	-99	0.2	1	-8	-9	-38	3
Fc1ccc(-c2nnn3c2nc(NCc2ccccc2)c2ccccc23)cc1	-3	1	0	15	-60	-0.5	7	-7	-3	-6	2
CCc1nnc(NC(=O)c2cccc(C(=O)Nc3nnc(CC)s3)n2)s1	-9	36	-17	56	-4	1.4	3	-5	88*	67	1
CC(Sc1nnc(Cc2ccccc2)n1C)C(=O)NC1CC1 (centres undefined)	7	-2	2	2	-1	1.9	-3	-2	-2	-19	5
CC(=O)NC1C(Oc2ccc(C=O)cc2)OC(COC(C)=O)C(OC(C)=O)C1OC(C)=O (centres undefined)	9	4	-1	-5	15	-0.4	-1	-5	-21	0	2
COc1ccc(S(=O)(=O)N(CC(=O)N2CCOCC2)Cc2ccccc2)cc1	-5	12	6	-16	7	2.2	6	-5	11	-8	-3
COc1ccc(C2Nc3ccccc3C(=O)N2Cc2ccccc2)cc1CN1CCOCC1 (centres undefined)	3	12	-1	-2	4	-0.1	2	-4	-8	-10	-3
Cc1nc2nc(NC(=O)c3ccco3)nn2c(C)c1Cl	-1	-160	4	-57	-150	1.0	1	·	-62	-103	1
CCC(C)(C)n1nnnc1C(c1ccc2ncccc2c1)N1CCN(c2nc3ccccc3s2)CC1 (centres undefined)	11	26	0	10	29	-1.6	-2	-4	11	-36	4
Cc1cc(C)n(-c2ncnc3sc4c(c23)CCCC4)n1	-17	13	-4	10	11	-0.7	2	-9	-17	-8	0
Cc1c(C(=O)OCC(=O)N2CCCC2=O)oc2ccccc12	1	-19	12	-6	-2	0.9	2	-6	-1	-8	2
N#Cc1c(N2CCCC2)nc(N)c2c(N)nc(N3CCCC3)cc12	?	-188	2	0	-195	-4.4	6	-7	5	1	19
O=P(O)(CCc1ccncc1)CN1CCCCC1	9	1	4	5	-1	1.7	2	-5	-22	11	-2

Molecules listed so far with a carbonyl joined to an NH by a bond outside any ring, in the order listed:
molecule	PDI turbidity	Peg3 promoter	H9c2 protect	TRPM1 prom inh	HIF-2a inh	hiPSC survival	HTR2A ag	CaV13 FRET inh	Shn3 3UTR inh	NR2E3 ag-2	NR2E3 ag-1
O=C(Nc1ccc2c(c1)OCO2)c1cc(-c2cccc(O)c2)on1	4	-326	-1	-109	-337	0.4	-2	-3	-90	-48	4
Cc1ccc(N(Cc2ccc(C(=O)NCC3CCCO3)cc2)S(C)(=O)=O)cc1C (centres undefined)	-3	5	11	13	8	0.2	-1	1	7	8	2
COCCn1cc(C(=O)NCc2cccs2)c2c3ccccc3n(C)c2c1=O	1	26	27	7	14	1.4	-2	-4	2	-2	1
Cc1cccc(NC(=O)CSc2nnc(Cn3cnc4ccccc43)o2)c1	-7	9	0	-2	6	-1.1	1	-5	3	-14	5
CCc1nnc(NC(=O)c2cccc(C(=O)Nc3nnc(CC)s3)n2)s1	-9	36	-17	56	-4	1.4	3	-5	88*	67	1
CC(Sc1nnc(Cc2ccccc2)n1C)C(=O)NC1CC1 (centres undefined)	7	-2	2	2	-1	1.9	-3	-2	-2	-19	5
CC(=O)NC1C(Oc2ccc(C=O)cc2)OC(COC(C)=O)C(OC(C)=O)C1OC(C)=O (centres undefined)	9	4	-1	-5	15	-0.4	-1	-5	-21	0	2
Cc1nc2nc(NC(=O)c3ccco3)nn2c(C)c1Cl	-1	-160	4	-57	-150	1.0	1	·	-62	-103	1

Source: PubChem BioAssay
